# Source: PubChem
# LYP phosphatase: inhibitors of LYP phosphatase, biochemical, fluorescence intensity, uHTS (AID 1779) | recombinant LYP phosphatase, fluorescence intensity; higher % means a stronger effect | actives 0.054% (n = 290,000) | Tyrosine-protein phosphatase non-receptor type 22 (Homo sapiens) | inhibition, % at 11.5 µM; hits with a dose series show IC50 in µM; in the data active = inhibition above about 50%;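 note: plate controls were vehicle with enzyme for no effect and no enzyme for full effect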
# HIV peptide binding: inhibitors of HIV fusion peptide binding, primary screen, biochemical, uHTS, fluorescence dequenching (AID 1986). actives 0.3% (n = 290,000). inhibition, % at 20 µM, or IC50 in µM where a hit was titrated. cell-free peptide binding, fluorescence dequenching, 30 min; higher % means a stronger effect; in the data active = inhibition mostly above about 52%, no sharp cut-off; inactive = mostly below about 76%; note: some results filed as inactive read as strong as hits
# GPR35 antagonists: GPR35 antagonists blocking zaprinast-driven arrestin recruitment, primary screen, imaging, U2OS, beta-arrestin-GFP, zaprinast agonist (AID 2058); G-protein coupled receptor 35 (Homo sapiens); U2OS GPR35 beta-arrestin-GFP translocation imaging, zaprinast antagonism; higher % means a stronger effect; inhibition, % at 10 µM; hits with a dose series show IC50 in µM; actives 0.052% (n = 290,000);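 active = inhibition of at least 50% with at least 30 cells and total cytoplasm GFP at most 10,000,000; inconclusive = under 30 cells or total GFP of 10,000,000 plus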
# NTR1 ag: agonists of NTR1, primary screen, imaging, U2OS cells, beta-arrestin-GFP, high content (AID 493036); Neurotensin receptor type 1 (Homo sapiens), P30989; NTR1-U2OS beta-arrestin-GFP spot imaging, agonist mode; activation, % at 20 µM; actives 0.17% (n = 330,000);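 active = activation at or above 40% of the spot to cytoplasm intensity ratio, with at least 20 cells analyzed; inconclusive = wells under 20 cells, flagged as cytotoxic or low count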;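 note: 0% = DMSO without peptide and 100% = 100 nM NTR1 peptide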
# Target sequence (P30989 whole entry, looked up): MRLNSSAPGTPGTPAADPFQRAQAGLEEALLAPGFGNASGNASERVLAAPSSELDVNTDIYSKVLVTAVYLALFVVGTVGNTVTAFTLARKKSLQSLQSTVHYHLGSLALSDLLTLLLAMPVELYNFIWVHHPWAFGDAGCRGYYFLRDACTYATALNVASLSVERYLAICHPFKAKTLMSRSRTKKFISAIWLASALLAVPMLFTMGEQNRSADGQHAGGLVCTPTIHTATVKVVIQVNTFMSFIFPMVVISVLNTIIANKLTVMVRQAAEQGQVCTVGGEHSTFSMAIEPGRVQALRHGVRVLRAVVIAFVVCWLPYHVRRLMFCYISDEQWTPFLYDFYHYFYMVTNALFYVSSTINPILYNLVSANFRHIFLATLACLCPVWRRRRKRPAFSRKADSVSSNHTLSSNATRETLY
# PhoP inhibition: inhibitors of PhoP regulon expression, primary screen, Salmonella Typhimurium, GFP reporter (AID 1863); S. Typhimurium PhoP-regulated promoter GFP reporter, 4 h; higher % means a stronger effect; inhibition, % at 50 µM, or IC50 in µM where a hit was titrated; actives 0.16% (n = 300,000);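 active = inhibition over 29.93%, a cutoff 3 SD above the screen mean, later confirmed by dose response; inconclusive = inhibition over 29.93% but no dose response follow-up; inactive = inhibition at most 29.93% or unconfirmed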;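 note: 0% = low Mg2+ inducing control and 100% = high Mg2+ repressing control; strong numbers were not always called active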
# Myeloid diff 2: induction of myeloid progenitor differentiation, primary screen, cell-based, flow cytometry, MLPCN library; ER-HoxA9 myeloid progenitors, lysozyme-GFP differentiation; calls only at 10 µM; actives 1% (n = 360,000);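 active = normalized GFP-positive differentiation at or above the plate's own cutoff, the solvent-only control mean plus 3 SD; inconclusive = no clear call, values can overlap the other calls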;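 note: cells exposed to compound for four days before flow analysis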
# SIAH1 antagonists: Siah-1 peptide-binding antagonists, primary screen, biochemical, fluorescence polarization, rhodamine-plectin, uHTS (AID 1817) | E3 ubiquitin-protein ligase SIAH1 (Homo sapiens) | Siah-1 / rhodamine-plectin peptide fluorescence polarization; higher % means a stronger effect | displacement, % at 20 µM; hits with a dose series show IC50 in µM | actives 0.02% (n = 290,000);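 active = displacement of at least 50% at 20 µM, with a fluorescence ratio check between 0.3 and a set limit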;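 note: plate controls were Siah plus tracer with DMSO for no effect and tracer alone without Siah for full effect; strong numbers were not always called active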
# GPR55 LPI antagonism: GPR55 antagonists blocking LPI-driven arrestin recruitment, primary screen, imaging, U2OS, beta-arrestin-GFP, LPI agonist (AID 2013). U2OS GPR55 beta-arrestin-GFP translocation imaging, LPI antagonism; higher % means a stronger effect. one-dose inhibition, % at 10 µM; IC50 in µM for titrated hits. actives 0.13% (n = 290,000);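 active = spots per cell inhibited over 60%, with over 100 cells counted and total cytoplasm intensity under 500,000; inconclusive = wells with under 100 cells, flagged as likely toxic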;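 note: U2OS cells stably carrying GPR55 and arrestin-GFP stimulated by 5 µM LPI near EC80; imaged beta-arrestin-GFP aggregate spots per cell after agonist stimulation; plate controls were LPI-stimulated DMSO wells for no effect and DMSO wells without LPI for full effect; some results filed as inactive read as strong as hits; confirmed hits need IC50 under 10 µM and bright autofluorescent wells are also inconclusive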
# MgcRacGAP inhibition: MgcRacGAP GTPase-activating activity inhibitors, confirmation, biochemical, ADP Hunter fluorescence. Rac GTPase-activating protein 1 (Homo sapiens). MgcRacGAP-stimulated Rac1 GTP hydrolysis, ADP Hunter fluorescence; higher % means a stronger effect; GST-tagged Rac1 F28L mutant substrate. inhibition, % at 30 µM; hits with a dose series show IC50 in µM. actives 0.6% (n = 340,000). AID 624330, 2012;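 active = first-screen hits whose inhibition reached a set limit at any dose in the follow-up dose series; inconclusive = inhibition above the set first-screen limit but never retested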;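 note: fluorescence reports GDP produced by GAP-driven GTP hydrolysis; strong numbers were not always called active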
# NTR1 ag cell count 20 µM: recorded beside NTR1 ag, whose call it bears; cell count; measured here: cell count, cytotoxicity flag
# Myeloid diff 2 GFP+ MAC1+ %: further read-out of Myeloid diff 2, marked with its call; GFP+ MAC1+ double positive, %; measured here: differentiation confirmed by MAC1 staining
# Active calls of the source: *; i = inactive; ? = inconclusive; . = not tested or not shown; + = active, no number.
SMILES,LYP phosphatase,HIV peptide binding,GPR35 antagonists,NTR1 ag,NTR1 ag cell count 20 µM,PhoP inhibition,Myeloid diff 2,Myeloid diff 2 GFP+ MAC1+ %,SIAH1 antagonists,GPR55 LPI antagonism,MgcRacGAP inhibition
O=C1CC(c2ccc(O)c(O)c2)Oc2c1ccc(O)c2O (configuration not stated),1%,28%,6%,-0.8,87,-1%,i,2.1,35%,1%,?
Cc1cccc(NC(=O)c2cc(NC(=O)c3ccccc3)ccc2N2CCCCC2)c1,-2%,0.6%,0%,7.0,87,14%,i,0.2,-1%,10%,14%
CC(=O)Nc1ccc(NC(=O)c2ccccc2Nc2ccccc2)cc1,-7%,1.1%,-11%,1.7,38,-4%,i,0.6,2%,13%,9%
O=C(COc1ccccc1C(=O)NCc1ccncc1)Nc1ccc(Br)cc1,-1%,0.6%,1%,-0.6,57,-1%,i,0.9,15%,-4%,-1%
CCN(CC)S(=O)(=O)c1ccc(NC(=O)[C@@H](NC(=O)c2cc(OC)cc(OC)c2)C(C)C)cc1,5%,-1.3%,-8%,2.6,40,-6%,i,0.3,10%,10%,1%
O=C(CN1C(=O)c2cccc3cccc1c23)NCc1ccccn1,-9%,-1.2%,14%,-2.4,74,-1%,i,1.1,-4%,18%,0%
C#CCn1c(-c2cccs2)nc2ccccc21,-8%,0.0%,-2%,-2.2,23,4%,i,1.8,-4%,17%,5%
COc1ccc(NC(=O)c2ccc(CNS(=O)(=O)c3cccc(OC)c3)cc2)cc1,-3%,-1.3%,6%,1.6,59,24%,i,0.6,-4%,10%,8%
CCCC1=C(C(=O)OCC)C(c2cccnc2)n2nc(C)nc2N1 (configuration not stated),-10%,0.0%,-3%,0.4,54,-7%,i,1.1,0%,1%,4%
O=C(Nc1cccc(Cl)c1N1CCCC1)c1ccco1,-10%,0.1%,-4%,-1.0,54,5%,i,0.7,-4%,-13%,2%
O=C1CCCC2=C1C(c1cccs1)Nc1ccccc1N2 (configuration not stated),-1%,0.1%,-11%,3.2,50,6%,i,0.1,5%,10%,7%
CC(C)(C)c1nc2scc(-c3ccc(Cl)cc3)c2c(=O)o1,-8%,1.8%,-4%,-1.5,60,-3%,i,0.6,-4%,0%,5%
COc1ccc2cc(CCNC(=O)c3c(-c4ccccc4Cl)noc3C)c(=O)[nH]c2c1,4%,-0.6%,-7%,-1.0,50,10%,i,5.0,3%,0%,4%
O=C1CC(Sc2nnnn2C2CCCCC2)C(=O)N1c1ccccc1 (configuration not stated),-1%,-0.5%,-4%,0.2,55,-4%,i,6.2,5%,7%,3%
O=C(CCN1C(=O)c2ccccc2C1=O)Nc1ccncc1,-11%,-0.3%,7%,3.0,49,-1%,i,0.4,-2%,-4%,0%
CCN(CC)S(=O)(=O)c1ccc(S(=O)(=O)N2CCC(N3CCCCC3)CC2)cc1,-1%,-0.9%,-9%,-1.0,37,-4%,i,0.2,-1%,16%,5%
Cc1cc(C(=O)CN2CCCC(C)C2)c(C)n1-c1ccc(F)cc1 (configuration not stated),1%,5.6%,-6%,-2.7,72,0%,i,0.3,-5%,1%,3%
COc1ccc(OC)c(C2C(C(N)=O)=C(C)Nc3nc(-c4cccc(Cl)c4)nn32)c1 (configuration not stated),-3%,4.1%,5%,-2.3,70,-10%,i,0.7,-4%,17%,11%
Cc1nc2nc[nH]n2c(=O)c1CC(=O)O,-17%,-0.4%,6%,-0.3,46,6%,i,0.5,-4%,-9%,2%
COC(=O)C1=C(C)N(Cc2ccc(C)cc2)C(=O)/C1=C\c1ccc(O)c(OC)c1,-4%,-2.2%,6%,5.7,56,2%,i,1.0,4%,18%,-1%
COc1ccc2c(c1)Sc1ccccc1N2,4%,-6.4%,19%,.,.,10%,i,0.9,6%,7%,29µM*
Cc1ccc(NC(=O)CN2C(=O)S/C(=C\c3cc(C)n(-c4cccc(C(=O)O)c4)c3C)C2=O)cc1,2%,41%,2%,-0.6,29,-11%,i,0.5,-2%,6%,14%
Cc1c(C(=O)CN2CCSCC2)c2ccccc2n1C,-6%,2.2%,9%,4.3,88,9%,i,0.1,3%,12%,3%
O=C(CN1CCN(c2nc(-c3ccc(F)cc3)cs2)CC1)NCc1ccc2c(c1)OCO2,10%,0.7%,-3%,1.2,79,14%,i,1.1,2%,-5%,0%
Cc1cc(C)n(-c2cc(C)c(C)cc2Br)n1,-4%,0.5%,-10%,0.2,52,-1%,i,0.8,-2%,2%,4%
COc1ccc(NC(=O)/C=C/C(=O)O)cc1Cl,-3%,0.4%,8%,0.7,47,-8%,i,1.2,2%,10%,16%
CCCn1c(=O)c(C(=O)NCc2ccco2)c(O)c2ccccc21,-7%,0.9%,-2%,7.3,37,-5%,i,0.4,5%,8%,2%
CCc1ccc(NC(=O)CN(c2cc(C)cc(C)c2)S(=O)(=O)c2c(C)[nH]c(=O)[nH]c2=O)cc1,0%,6.0%,11%,0.6,62,-11%,?,.,6%,-6%,-8%
O=C(COC(=O)c1ccccc1C(=O)c1ccc(Cl)cc1)NC(c1ccccc1)c1ccccc1,0%,-0.8%,-4%,3.0,86,2%,i,0.3,6%,2%,3%
Brc1ccc(C2CC(c3ccccc3)=Nc3ccccc3N2)cc1 (configuration not stated),-3%,0.8%,-5%,2.9,72,9%,i,0.6,-1%,15%,10%

# Shown as a hit in MgcRacGAP inhibition (from the list above):
mol,LYP phosphatase,HIV peptide binding,GPR35 antagonists,PhoP inhibition,Myeloid diff 2 GFP+ MAC1+ %,SIAH1 antagonists,MgcRacGAP inhibition
COc1ccc2c(c1)Sc1ccccc1N2,4%,-6.4%,19%,10%,0.9,6%,29µM*

# Other structures
SMILES,LYP phosphatase,HIV peptide binding,GPR35 antagonists,NTR1 ag,NTR1 ag cell count 20 µM,PhoP inhibition,Myeloid diff 2,Myeloid diff 2 GFP+ MAC1+ %,SIAH1 antagonists,GPR55 LPI antagonism,MgcRacGAP inhibition
CCOc1ccc(NC(=O)CN(C)S(=O)(=O)c2ccc(-c3ccc(=O)[nH]n3)s2)cc1,1%,20%,26%,1.7,68,-10%,i,4.0,13%,18%,16%
O=C(CSC1=NCCN1)NC12CC3CC(CC(C3)C1)C2,-8%,-2.1%,7%,1.5,46,-1%,?,.,5%,-7%,15%
CCN(CCn1cccn1)C(=O)CCc1nnc(C2(c3ccc(Cl)cc3)CCC2)o1,-6%,1.7%,8%,0.8,93,12%,i,0.6,11%,-12%,0%
CCc1ccccc1NC(=O)c1ccc2nc(N3CCOCC3)sc2c1,-10%,0.4%,-7%,0.3,49,.,i,2.8,0%,5%,7%
O=C(NC1CCCc2ccccc21)c1cc(F)cc(F)c1 (configuration not stated),-4%,-1.6%,-3%,0.9,61,-5%,i,0.5,-4%,0%,7%
O=C(NCCCN1CCOCC1)c1ccc2c(c1)N(Cc1cccc(Cl)c1)C(=O)CS2,-7%,-0.8%,-10%,-1.6,52,-3%,i,1.2,0%,-2%,3%
COc1ccc(CCN2CC(C(=O)NCc3ccco3)CC2=O)cc1OC (configuration not stated),1%,1.9%,10%,-0.8,90,-3%,i,1.1,0%,-4%,7%
COCCN1C(=O)/C(=C/c2ccc(N3CCCC3)cc2)SC1=S,-7%,131%,<0.5µM*,-3.7,64,-5%,+,4.6*,18%,43%,-7%
COc1ccccc1NS(=O)(=O)c1cccc(-n2c(O)c(C=Nc3ccccc3C(=O)O)c3ccccc3c2=O)c1,3%,13µM*,-1%,0.6,73,-4%,i,0.7,-3%,-7%,6%
CCC(C)C1NC(=S)N(C2CCCCC2)C1=O (configuration not stated),-7%,-1.6%,-4%,5.5,48,-13%,i,11,-3%,5%,1%
CCOC(=O)/C(C#N)=C/c1ccc(SC)cc1,-6%,1.2%,-6%,1.0,53,-4%,i,1.5,1%,-16%,11%
O=C1c2ccccc2NC(c2ccncc2)N1c1ccccn1 (configuration not stated),-7%,-1.7%,29%,-0.1,50,11%,i,0.4,-1%,1%,14%
O=C(Nc1nc2cc3c(cc2s1)OCCO3)c1ccc([N+](=O)[O-])o1,-10%,-4.2%,5%,6.8,47,-7%,i,1.9,-1%,11%,5%
O=C(Nc1ccc(OCC(=O)N2CCOCC2)cc1)Nc1cccc(Cl)c1,-1%,-1.1%,1%,0.4,59,-5%,i,0.1,2%,-1%,3%
O=C1Cc2ccccc2C(=O)N1c1ccc(F)cc1Cl,-7%,3.4%,-1%,1.1,40,-3%,i,0.4,3%,-4%,5%
OCCN1CCN(c2nnc(-c3ccccc3)c3ccccc23)CC1,-5%,-0.9%,-2%,0.7,90,6%,i,0.2,0%,12%,8%
COc1cc2c(cc1NC(=O)COC(=O)/C=C/c1ccc([N+](=O)[O-])cc1)oc1ccccc12,-3%,-1.2%,-1%,0.6,60,-2%,i,0.1,6%,4%,-13%
COc1ccc(Cl)cc1NC(=O)CN(C)C(=O)c1ccc2c(c1)OCCO2,.,.,.,2.8,64,-5%,i,0.5,.,.,6%
CC(C1CCN(Cc2nc(C3CC3)no2)CC1)N1CCOCC1 (configuration not stated),-5%,-0.5%,2%,1.7,55,1%,i,0.3,-1%,4%,-2%
Cc1cc(/C=C2\C(=N)N3N=C(C(C)C)SC3=NC2=O)c(C)n1-c1ccccc1,-4%,3.9%,6%,2.7,88,-15%,i,0.2,1%,5%,2%
Cc1ccc(CN2CCN(CC(=O)NCCCN3CCN(c4ccc(F)cc4)CC3)C2=O)cc1,-13%,-1.0%,2%,-1.0,48,23%,i,5.4,-3%,-6%,1%
COc1cccc(Nc2nnc(SCC(=O)N(CC(C)C)CC(C)C)s2)c1,-1%,0.4%,7%,7.2,42,4%,i,0.3,4%,26%,8%
COCCNC(=O)/C(C#N)=C\c1ccc(CNC(=O)C(=O)Nc2ccc(C)c(C)c2)o1,0%,-1.0%,15%,-0.3,71,2%,i,0.5,6%,-4%,11%
CC(Sc1ncnc2ccccc12)C(=O)Nc1ccc2c(c1)OCO2 (configuration not stated),-5%,0.5%,6%,0.8,41,12%,i,1.5,-4%,-8%,6%
